Screening data deposited in PubChem BioAssay by National Center for Advancing Translational Sciences (NCATS).
KDM5B inhibitor = Primary screen for KDM5B Histone Demethylases FDH-coupled qHTS; Lysine-specific demethylase 5B (Homo sapiens), Q9UGL1; KDM5B demethylase, FDH-coupled NADH fluorescence (FDH is formaldehyde dehydrogenase); Potency, µM (doses to about 57.7 µM), inactives show top-dose activity change, negative = inhibition, usual class: inhibitors; 220,000 tested, 2.6% active; AID 1347165, 2019; active = well fitted inhibition curve with a large enough effect; inconclusive = small, poorly fitted or top-dose-only effect; inactive = no such curve, though single readings can be large or run the other way; also: 0% is about no effect; nearly all actives have a fitted effect of over 70% in size
Target sequence (Q9UGL1 whole entry, looked up): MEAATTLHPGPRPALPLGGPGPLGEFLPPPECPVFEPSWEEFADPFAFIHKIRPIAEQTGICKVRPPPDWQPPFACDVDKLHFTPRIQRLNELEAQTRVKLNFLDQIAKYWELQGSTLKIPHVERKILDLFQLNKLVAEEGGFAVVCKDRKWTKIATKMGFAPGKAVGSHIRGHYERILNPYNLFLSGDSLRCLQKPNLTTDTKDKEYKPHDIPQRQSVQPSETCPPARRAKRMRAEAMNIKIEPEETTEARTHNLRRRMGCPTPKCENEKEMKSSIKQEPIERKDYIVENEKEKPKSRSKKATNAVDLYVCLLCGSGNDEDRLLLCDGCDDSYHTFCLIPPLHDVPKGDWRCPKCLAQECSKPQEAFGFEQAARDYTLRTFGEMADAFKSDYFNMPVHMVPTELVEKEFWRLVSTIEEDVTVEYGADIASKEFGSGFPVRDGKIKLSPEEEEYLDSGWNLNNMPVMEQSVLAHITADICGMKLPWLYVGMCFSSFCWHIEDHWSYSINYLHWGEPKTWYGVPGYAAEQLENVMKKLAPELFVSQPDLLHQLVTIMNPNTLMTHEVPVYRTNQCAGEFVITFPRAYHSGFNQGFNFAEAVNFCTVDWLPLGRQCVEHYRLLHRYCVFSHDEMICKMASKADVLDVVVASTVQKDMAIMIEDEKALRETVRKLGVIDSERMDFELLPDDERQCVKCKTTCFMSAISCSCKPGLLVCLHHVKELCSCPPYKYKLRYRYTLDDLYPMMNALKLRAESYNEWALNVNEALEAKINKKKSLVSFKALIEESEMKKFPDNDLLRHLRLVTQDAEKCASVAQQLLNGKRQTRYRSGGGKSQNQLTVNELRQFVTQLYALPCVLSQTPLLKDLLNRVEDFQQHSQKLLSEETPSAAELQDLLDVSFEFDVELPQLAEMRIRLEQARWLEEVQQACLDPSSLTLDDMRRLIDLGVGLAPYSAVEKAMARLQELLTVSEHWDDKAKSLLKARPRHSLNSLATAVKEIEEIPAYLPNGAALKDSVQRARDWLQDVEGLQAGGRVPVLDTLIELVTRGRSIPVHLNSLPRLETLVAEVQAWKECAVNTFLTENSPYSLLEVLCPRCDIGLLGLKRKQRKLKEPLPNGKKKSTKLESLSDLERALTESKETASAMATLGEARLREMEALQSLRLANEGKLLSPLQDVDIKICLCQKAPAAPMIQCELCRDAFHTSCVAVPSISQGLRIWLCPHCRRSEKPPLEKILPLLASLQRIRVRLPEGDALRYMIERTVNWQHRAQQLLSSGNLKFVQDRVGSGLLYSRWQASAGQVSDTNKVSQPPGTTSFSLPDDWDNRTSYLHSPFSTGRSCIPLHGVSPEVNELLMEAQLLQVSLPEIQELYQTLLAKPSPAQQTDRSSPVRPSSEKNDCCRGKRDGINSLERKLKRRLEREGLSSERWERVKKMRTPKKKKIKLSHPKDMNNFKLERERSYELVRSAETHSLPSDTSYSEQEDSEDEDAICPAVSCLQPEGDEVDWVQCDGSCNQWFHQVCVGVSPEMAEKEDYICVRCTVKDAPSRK
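Here, H3K4me3 peptide (12.5 µM in substrate mix) is demethylated by KDM5BΔAP, 200 nM final, after 10 min compound exposure. Formaldehyde product is coupled through FDH (0.25 U/mL in mix) to NADH fluorescence; 30-min ΔRFU feeds dose-response curves.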
* hit, by the source's call; i = inactive; ? = inconclusive; & = joins results of further samples; [ ] = dose if it differs, or a comment. Potency is read from the fitted curve at half-maximal effect.

KDM5B inhibitor	canonical_smiles
?	COCCN1C(=O)c2ccccc2N2C(=O)CCC12C(=O)OCc1cc(=O)oc2cc(OC)ccc12 (stereo not drawn)
?	Cc1ccc(-c2c(-c3cn4ccc(C)cc4n3)c(=O)n(C)c(=O)n2C)cc1
-14%	Cc1cc2oc(=O)cc(CSc3nc(N)cc(N)n3)c2cc1C(C)C
?	Cc1cc(=O)oc2cc(OCC(=O)N3CCc4sccc4C3C)ccc12 (stereo not drawn)
7%[149 µM]	O=C1NCCN1C1CCN(Cc2cncs2)CC1
?	CCOc1ccccc1CNc1ncnc2c1nc1n2CCCC1
13%	C=CCOc1ccc(/C=C(\C#N)c2nc3cc(C)c(C)cc3[nH]2)cc1OC
23%	COc1ccc(N2CCN(CCNC(=O)Nc3cccc(C)c3C)CC2)cc1
15%&-9%	COc1ccc(C(=O)NCC2(c3ccccc3)CCOCC2)cc1
2%	OCc1ccc(CN(Cc2ccc(CO)o2)C2(Cc3cc(-c4ccccc4)on3)COC2)o1
22%	CC(C)C[C@H](NC(=O)Cn1nc2c(cc1=O)CCCCC2)C(=O)O
6%	CC(C(=O)N1CCCC1)N1C(=O)COc2ccc(C(=O)COc3ccc(Cl)cc3)cc21 (stereo not drawn)
15%	OCc1ccc(-c2ccccc2)c(-c2ccccc2)c1
-22%	Cc1cc(C(=O)Nc2nc3ccccc3s2)cc(S(=O)(=O)N(C)C)c1C
?	CCCOc1ccc(C2C(C(=O)c3ccc(C)o3)=C(O)C(=O)N2Cc2ccco2)cc1OCC (stereo not drawn)
?	O=C1Nc2ccccc2CC12CCN(CC1CCCCC1)CC2
-20%[86.2 µM]	CN1CCC(NC[C@H]2Cn3c(-c4ccc(F)cc4)cnc3CO2)CC1
71µM*	O=[S+]1([O-])NC2(CCN(CC3CCCCC3)CC2)COc2ccccc21
?	Cc1ccc(S(=O)(=O)N2CCOCC2)cc1NC(=O)COC(=O)c1cc[n+]([O-])cc1
-6%	NC1CCN(C2CCS(=O)CC2)CC1 (stereo not drawn)
20%	C=CCN(Cc1cccs1)C(=O)Cc1n[nH]c(=O)c2ccccc12
32µM*	Cc1noc(C)c1Cn1cc2c3c(cccc31)[C@H](CC(C)C)N[C@H](C(=O)NCC1CC1)C2
1%[86.2 µM]	O=C(CN1Cc2nc(OCc3ccc(F)cc3)ccc2OCC1=O)N1CCCC1
?	COCC1CN(C2CCC2)CC12CCN(C(=O)c1ccc(F)c(F)c1)CC2 (stereo not drawn)
20%	COCC(=O)N(C1CCOCC1)C1CCN(C(=O)c2cccc(OC)c2)CC1
-18%	COc1ccc(-c2ccnc(N[C@H]3CO[C@H]4[C@@H]3OC[C@@H]4NS(=O)(=O)c3ccc4ccccc4c3)n2)cc1
-12%	O=c1cc(CN2CCOCC2)c2cc(Cl)ccc2o1
18µM*	COc1cccc(CC(=O)NCc2nnc3c(-c4nc(C)no4)cccn23)c1
-9%	Cc1cccc(N/C(N)=N/c2nc(C)cc(C)n2)c1
i	Cc1ccc2c(c1)c1c(c(=O)n(-c3ccccc3C)c(=O)n1CC(=O)NCc1ccccc1)n2C

Other structures
KDM5B inhibitor	canonical_smiles
-8%	C/C(=N/Nc1ccc(S(N)(=O)=O)cc1[N+](=O)[O-])c1ccc(C(C)(C)C)cc1
7%	COc1cccc(CCC(=O)NC2CCN(c3cc(C(F)(F)F)nc(C)n3)CC2)c1
15%	CC(C)(C)c1ccc(C23OC(=O)C(C)(C)C2OC(=O)C3(C)C)cc1 (stereo not drawn)
14%	O=C(Nc1ccncc1)c1ccc(SC(F)(F)F)cc1
4%	Cc1ccc(S(=O)(=O)N2CCC(Oc3ncccc3C(=O)N3CCOCC3)C2)cc1C (stereo not drawn)
?	COc1ccc(-c2cc(C(=O)NCCO)c3ccccc3n2)cc1
?	Cc1ncc2c(c1CNC(=O)c1ccccc1C1CCNC1)CCNC2 (stereo not drawn)
1%	CCN(CC)CCN(C(=O)c1ccco1)c1nc2ccc(Br)cc2s1
13%	CC1CCC2(CC1)NC(=O)N(NC(=O)c1nn(C)c(=O)c3ccccc13)C2=O (stereo not drawn)
22%	CC(C)(C)OC(=O)N1CCC(CNC(=O)Nc2ccccc2)CC1
2%	O=C(CCC1CCN(Cc2cn(-c3ccccc3)nn2)CC1)N1CCOCC1
12%	CCOc1ccccc1NC(=O)c1ncoc1-c1cccc(OC)c1
32µM*	CC1(COc2ccccc2)COc2ccc(C(=O)NC3CCC(O)CC3)cc2N1 (stereo not drawn)
23%	CCNC(=O)N1CCC(c2noc(-c3cnccn3)n2)C1 (stereo not drawn)
?	COC(=O)[C@@H]1Cc2c([nH]c3ccccc23)[C@H]2C[C@@H](N3CCOCC3)C[C@@H](c3ccc(C(F)(F)F)cc3)N21
?	Cc1cccc(OCC2(CNC(=O)c3cc(C)on3)C[C@@H](O)[C@@H](O)C2)n1 (stereo partly drawn)
-11%	CCc1ccc(NC(=O)Nc2nnc(N(CC(C)C)CC(C)C)s2)cc1
15%	CCOc1ccccc1NC(=O)C(=O)NCC(c1cccnc1)N1CCN(c2ccccc2)CC1 (stereo not drawn)
-1%[86.2 µM]	COc1ccc(C(=O)N[C@H]2CC[C@]3(C)CC[C@@H]4[C@H](OC(=O)[C@H]4C)[C@H]3[C@@H]2C)cc1
10%[149 µM]	c1ccc(CC2=NOC3(CCN(Cc4c[nH]c5ccccc45)CC3)C2)cc1
-6%	Cn1nccc1C(=O)N1CCC2(CC1)NCCc1c2[nH]c2ccccc12
-2%	Cc1ccc(C(=O)N2CC[C@@H]3COCCN(C)[C@@H]3C2)s1
-2%	COC(=O)c1ccc(NC(=O)Cn2ncn3nc(-c4cc(C)ccc4C)cc3c2=O)cc1
-1%	Cc1cc(-n2c(C)cc(-c3csc(CC(=O)Nc4ccccc4C)n3)c2C)no1
-19%	CCc1cccc(C)c1NC(=O)Cn1cccc1-c1nc(-c2ccc3c(c2)OCO3)no1
6%	CCn1nc(C(=O)OCC#N)c2ccccc2c1=O
3%	O=C(c1ccc(C(F)(F)F)cc1)N1CCC(c2nn(-c3ccc(F)cc3)c(=O)[nH]2)CC1
18%	COc1ccc(-c2noc([C@@H]3C[C@H](NCc4ccc(S(C)(=O)=O)cc4)CN3C)n2)cc1
497%[activator]	COc1ccc(C2CC(c3ccc4ccccc4c3OC(C)=O)=NN2C(C)=O)cc1 (stereo not drawn)
?	CN1CCc2c(sc3c2C(=O)NC(c2ccc(OC(=O)c4ccccc4)cc2)N3)C1 (stereo not drawn)

The list goes on.
KDM5B inhibitor	canonical_smiles
?	Cc1sc(NC(=O)CCCCC(=O)Nc2sc(C)c(C)c2C(=O)O)c(C(=O)O)c1C
-3%	Cc1ccc(C(=O)OC(C)CN2C(C)CCCC2C)cc1 (stereo not drawn)
-29%[115 µM]	CC(C)CN1CC[C@H]2COC(=O)N2c2cc(F)ccc2C1
-20%	CCOC(=S)SCC(=O)Nc1ncc(C)s1
-9%[115 µM]	Cc1cc(C)c([S+](=O)([O-])c2nnn3c2nc(NC2CC2)c2ccccc23)c(C)c1
9%	CCOC(=O)c1c(C)oc2ncnc(Nc3cccc(C(F)(F)F)c3)c12
-1%	CCOC(=O)c1cnc(-n2nc(C)cc2C)nc1NNc1nc(C)cc(C)n1
-8%	CC(=O)N1CCc2c(sc3c2c(=O)n(-c2ccccc2)c(=O)n3CC(=O)Nc2cccc(C)c2)C1
8%	CC(C)C(=O)N1CCc2nnc([C@@H]3C[C@@H](O)CN3C)n2CC1
30%	CCN(CC)C(=O)CSc1nnc(-c2ccccn2)n1-c1ccccc1OC
-32%	CC(C)(C)c1cccc(CN2CCC3(CCNCC3)C2)c1O
26%	O=C(Nc1ccnn1C1CCN(C2CCC2)CC1)c1ccccc1
-27%	O=C(COc1ccccc1-n1cnnc1)NC1CCCc2c1[nH]c1ccccc21 (stereo not drawn)
?	COc1ccc(CCNC(=O)c2ccc(Cn3c(=O)c4ccccc4n(CC(=O)C(C)(C)C)c3=O)cc2)cc1OC
16%	C=CCn1c(Oc2ccc(F)cc2)nc2c1c(=O)n(C)c(=O)n2C
25µM*	Cc1ccc(-c2cc(C(=O)N3CCC(c4cc(CC(=O)O)[nH]n4)CC3)n[nH]2)o1
-24%	COc1ccc(C(=O)N2CCC(Cc3nncn3C)C2)cc1 (stereo not drawn)
-21%	Cc1ccc(-n2c(SCc3ccccc3)nc3c(=O)[nH]cnc32)cc1
-28%	O=C(c1cc(-c2ccccc2)nc2ccccc12)N1CCc2c(nc[nH]c2=O)C1
-22%	c1ccc2c(NC3CCCC3)ncnc2c1
?	O=c1[nH]c(CSc2nc3ccccc3o2)nc2ccccc12
-6%	COc1ccc(Cl)cc1NC(=O)C(CC(C)C)N1Cc2ccccc2C1=O (stereo not drawn)
-19%	CN1CC(=O)N(c2ccc(Cl)cc2)Cc2c(NCc3cccs3)ncnc21
2%	COc1cccc(Nc2nc(-c3cc4cc(Br)ccc4oc3=O)cs2)c1
16%	N#Cc1cccc(C(=O)N2CCC(n3cc(-c4nc(C5CC5)no4)nn3)C2)c1 (stereo not drawn)
-21%	CCc1c(C)sc(NC(=O)C2CCC2)c1C#N
24%	CCCn1c(C(C)NC(=O)c2ccccc2)n[nH]c1=S (stereo not drawn)
12%	Cc1cc(Br)ccc1NC(=O)c1sc2nc(-c3ccncc3)ccc2c1N
-1%	CC(C)(C)NC(=O)c1cccc(NC(=O)c2cccnc2)c1
?	COc1cccc(C(=O)NCC(c2ccc(N(C)C)cc2)N2CCc3ccccc32)c1 (stereo not drawn)

Structures from the list above that have a cyano group, in the order listed:
KDM5B inhibitor	canonical_smiles
13%	C=CCOc1ccc(/C=C(\C#N)c2nc3cc(C)c(C)cc3[nH]2)cc1OC
6%	CCn1nc(C(=O)OCC#N)c2ccccc2c1=O
16%	N#Cc1cccc(C(=O)N2CCC(n3cc(-c4nc(C5CC5)no4)nn3)C2)c1 (stereo not drawn)
-21%	CCc1c(C)sc(NC(=O)C2CCC2)c1C#N

6 consecutive records from above, for reference:
KDM5B inhibitor	canonical_smiles
16%	N#Cc1cccc(C(=O)N2CCC(n3cc(-c4nc(C5CC5)no4)nn3)C2)c1 (stereo not drawn)
-21%	CCc1c(C)sc(NC(=O)C2CCC2)c1C#N
24%	CCCn1c(C(C)NC(=O)c2ccccc2)n[nH]c1=S (stereo not drawn)
12%	Cc1cc(Br)ccc1NC(=O)c1sc2nc(-c3ccncc3)ccc2c1N
-1%	CC(C)(C)NC(=O)c1cccc(NC(=O)c2cccnc2)c1
?	COc1cccc(C(=O)NCC(c2ccc(N(C)C)cc2)N2CCc3ccccc32)c1 (stereo not drawn)

Random excerpt: 2 records from the list.
KDM5B inhibitor	canonical_smiles
?	COc1cccc(C(=O)NCC(c2ccc(N(C)C)cc2)N2CCc3ccccc32)c1 (stereo not drawn)
24%	CCCn1c(C(C)NC(=O)c2ccccc2)n[nH]c1=S (stereo not drawn)

Other compounds.
KDM5B inhibitor	canonical_smiles
?	CC[C@@]1(C(=O)O)C[C@H](C(=O)NC(CO)CO)[C@H](c2ccc(F)cc2)N1C
34%	O=C(c1cc(F)ccc1Cl)N1C[C@@H](CO)[C@H](c2ccccn2)C1
-17%	CCCCN1CC(=O)N2[C@H](C[C@@]3(n4ccc5ccccc54)c4ccccc4N(S(=O)(=O)c4ccccc4)[C@@H]23)C1=O
-20%	O=C(Cc1cccs1)NCC1CCCCC(=O)N1 (stereo not drawn)
-10%	Cc1csc2nc(COC(=O)c3ccccc3NC(=O)c3ccccc3Cl)cc(=O)n12
-18%	CCN(CC(=O)NC(C)(C)C)Cc1cccc2cccnc12
-3%[230 µM]	CNCc1ccc(OC)cc1
-8%[86.2 µM]	CN(C)[S+](=O)([O-])c1ccc2c(c1)OCCN(Cc1ccncc1)C2
-8%	CCOc1cc(C(=O)NCC(c2ccc(N(C)C)cc2)N2CCOCC2)cc(OCC)c1OCC (stereo not drawn)
-11%	Cc1ccc2c(=O)cc(C(=O)N3CCN(C(c4ccccc4)c4ccccc4)CC3)oc2c1
-20%	CC(C)C(C)(C#N)NC(=O)CSc1nnc(-c2cccs2)n1C1CC1 (stereo not drawn)
18%	Cc1cc2nc(CSCC(=O)Nc3ccccc3)cc(=O)n2o1
16%	COC(=O)c1ccc(NC(=O)CCc2ncc(-c3ccccc3)o2)cc1
?	Cc1cn2nc(C(=O)N3CCC(NC(=O)c4cc(Cl)ccc4F)CC3)cc2c(=O)[nH]1
15%	COc1cc(-c2nnc(SCC(=O)N(C(C)C)C(C)C)o2)cc(OC)c1OC
-20%	CCn1cc(CN2CCCN(S(=O)(=O)c3ccccc3)CCC(=O)NCC2)c(C)n1
19%	O=C(COc1ncnc2c(Cl)cc(Cl)cc12)N1CCCCC1
?	Cc1cccc(N2CCN(C(=O)c3cc4ccc5cccnc5c4[nH]3)CC2C)c1 (stereo not drawn)
-35%	CCOC(=O)c1ccc(NC(=O)c2ncoc2-c2cccc(C)c2)cc1
-26%	CCCCC(NC(=O)Cc1c(C)c2cc3c4c(oc3c(C)c2oc1=O)CCCC4)C(=O)O (stereo not drawn)
0%	CCc1ccc(-c2[nH]nc3nc(-c4ccc(OC)cc4)cc(C(=O)NCCCOC)c23)cc1
158%[activator][86.2 µM]	CCCCc1cc(C[C@H]2CNCC[C@H]2CC(=O)NCCNC(C)=O)no1
-2%	O=C(c1ccc(CN2C(=O)NC3(CCOCC3)C2=O)cc1)N1CCc2ccccc2C1
-23%	COCCNC(=O)[C@@H]1C[C@@H](O)CN1C1CCN(C(=O)Cc2ccccc2)CC1
27%	CCCn1nc(C(=O)NCc2nnc3n2CCCCC3)c2ccccc2c1=O
-23%	CCOc1ccc(NC(=O)Cn2c(N3CCOCC3)nc(COC)cc2=O)cc1

Some of the compounds tested, so the mix of outcomes need not match the whole.
